CBFb RUNX1 block: qHTS Assay for Compounds Blocking the Interaction Between CBF-beta and RUNX1 for the Treatment of Acute Myeloid Leukemia; Runt-related transcription factor 1 (Homo sapiens) + Core-binding factor subunit beta …; AlphaScreen CBFb-His/RUNX1-biotin binding, biochemical; Potency, µM (series often up to 59.8 µM), without a hit: top-dose activity, negative = inhibition, hits mostly inhibitors; 230,000 tested, under 10 active; AID 1477, 2009; note: % of control where 0% means no effect
Target sequence (Q01196 whole entry, looked up): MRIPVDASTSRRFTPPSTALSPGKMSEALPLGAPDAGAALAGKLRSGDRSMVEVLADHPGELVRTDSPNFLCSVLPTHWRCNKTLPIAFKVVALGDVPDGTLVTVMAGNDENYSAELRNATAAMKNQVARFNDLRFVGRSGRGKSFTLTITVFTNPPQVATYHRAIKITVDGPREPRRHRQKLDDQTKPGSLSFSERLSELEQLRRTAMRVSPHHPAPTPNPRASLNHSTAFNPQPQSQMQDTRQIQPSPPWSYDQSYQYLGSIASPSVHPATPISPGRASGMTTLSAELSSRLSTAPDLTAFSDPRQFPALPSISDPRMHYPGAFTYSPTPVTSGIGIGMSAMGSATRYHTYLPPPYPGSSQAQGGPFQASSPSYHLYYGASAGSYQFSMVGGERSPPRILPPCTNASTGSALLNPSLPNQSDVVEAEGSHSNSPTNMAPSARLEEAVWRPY
Target sequence (Q13951 whole entry, looked up): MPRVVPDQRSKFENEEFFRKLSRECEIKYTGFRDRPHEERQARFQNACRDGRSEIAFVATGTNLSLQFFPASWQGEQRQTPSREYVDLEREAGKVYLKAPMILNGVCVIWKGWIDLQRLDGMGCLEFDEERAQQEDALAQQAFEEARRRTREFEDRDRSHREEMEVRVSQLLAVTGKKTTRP
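AlphaScreen proximity signal reports loss of binding between His-tagged CBF-beta and biotin-labelled RUNX1, each at 30 nM. Proteins are pre-associated for 20 minutes, compounds added for 15 minutes, then beads for 90 minutes, all at ambient temperature.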
SMN2 splice enh: qHTS Assay for Enhancers of SMN2 Splice Variant Expression; HEK293 SMN2-luciferase splicing reporter, luminescence, 30-36 h; Potency, µM (highest dose often 46.1 µM), without a hit: at the highest dose activity change, positive = activation, usual class: activators; 2.8% of 210,000 active; AID 1458, 2008; note: potency is the fitted concentration of half-maximal effect; % of control where 0% means no effect; nearly all actives have a fitted effect of over 55% in size
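HEK293 cells carry an SMN2 minigene-luciferase reporter in which exon 7 inclusion puts luciferase in frame. Cells were seeded at 2000 cells/well, attached for 10-12 hours, then exposed to compounds for 30-36 hours at 37C before ONE-Glo luminescence.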
IMPase Li inh: qHTS Assay for Identifying the Cell-Membrane Permeable IMPase Inhibitors: Potentiation with Lithium; AID 1457, 2008; Potency, µM (top dose mostly 59.4 µM), without a hit: top-dose activity, negative = IMPase inhibition, actives largely listed as inhibitors; CHO-M1 cells, IP1 TR-FRET (IP-One), carbachol + lithium; 0.35% of 210,000 active;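 note: IP1 builds up when IMPase is blocked and the TR-FRET signal falls; potency is the fitted concentration of half-maximal effect; plate controls were basal vehicle for no effect and high inhibitor control for full effect; nearly all actives have a fitted effect of over 50% in size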
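IP1 accumulation measured by competitive TR-FRET in lysed CHO-M1 cells after 30 min compound exposure at 37C, with a small lithium addition to potentiate weak responses. Hill-equation AC50 from ratio and donor-channel data.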
HTT cytoprotect: qHTS Multiplex Assay to Identify Dual Action Probes in a Cell Model of Huntington: Cytoprotection (ATP). PC12 HTT-Q103 induced, cytoprotection, ATP luminescence, 40 h. Potency, µM (series often up to 56.4 µM), inactives show cytoprotection (ATP increase), hits mostly activators. 0.14% of 230,000 active. AID 1471, 2008;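 note: potency is the fitted concentration of half-maximal effect; % of control where 0% means no effect; nearly all actives have a fitted effect of over 45% in size; toxic huntingtin expression switched on by the ecdysone agonist tebufenozide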
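Stable PC12 Q103-GFP cells in serum-supplemented, phenol red-free DMEM; induction by tebufenozide at 100 nM final; compound dose series; cell viability quantified luminescently from ATP.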
HTT aggregate: qHTS Multiplex Assay to Identify Dual Action Probes in a Cell Model of Huntington: Aggregate Formation (GFP); Potency, µM (titrated, usually from 46.1 µM), inactives show top-dose activity change, negative = inhibition, hits mostly inhibitors; PC12 HttQ103-GFP aggregates, Acumen cytometry, 40 h; 1.1% of 220,000 active; AID 1688, 2009; note: potency is the fitted concentration of half-maximal effect; % is set by controls: 0 for no effect and ±100 for the full control effect; nearly all actives have a fitted effect of over 60% in size
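PC12 cells with ecdysone-inducible HTT exon1 Q103-GFP, induced by 100 nM tebufenozide, given compounds in a concentration series. GFP aggregates (1–25 um, 6 SD above background) counted in lysates by laser-scanning cytometry, 488 nm excitation.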
Lamin A splicing: qHTS Assay for Modulators of Lamin A Splicing. HeLa LMNA splicing GFP/RFP minigene ratio, 48 h. Potency, µM (series often up to 46.1 µM), inactives show top-dose ratio change, negative = inhibition, most hits filed as inhibitors. 0.01% of 200,000 active; active = well fitted inhibition curve with a large enough effect in the signal ratio, with a control signal flat, not every such curve was filed as active; inconclusive = small, poorly fitted or top-dose-only effect, or effect the other way, or a change in a side signal; the % refers to the signal ratio; note: potency is the fitted concentration of half-maximal effect; % is set by controls: 0 for no effect and ±100 for the full control effect
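S3 HeLa cells stably expressing lamin A-EGFP splicing minigene plus DsRed2, 600 cells/well, 48 h compound exposure at 37C. Laser-scanning cytometry; analysed as GFP (500-530 nm)/RFP (575-640 nm) total intensity ratio; 0.5% DMSO vehicle.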
Luc counter: Counterscreen for Luciferase (Kinase-Glo TM) Inhibition | Luciferin 4-monooxygenase (Photuris pensylvanica), Q27757 | Kinase-Glo luciferase, ATP luminescence, 8 min | Potency, µM (top dose mostly 38.3 µM), inactives show top-dose activity change, negative = inhibition, usual class: inhibitors | 0.28% of 200,000 active; note: potency is the fitted concentration of half-maximal effect; % is set by controls: 0 for no effect and ±100 for the full control effect; nearly all actives have a fitted effect of over 60% in size
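Compounds were added to a substrate mix at pH 7.2 (50 mM imidazole, 10 uM ATP, within the enzyme's linear range), followed by Kinase-Glo detection reagent; luminescence was measured after 8 minutes at ambient temperature.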
* marks the source's active call; other numbers are inactive results; u = inconclusive; x = not tested or not shown; & = joins results of further samples; [ ] = another dose, or the depositor's remark. Unless noted, calls come from the whole dose curve; as a rule, active = well fitted curve in the direction sought with a large enough effect; inconclusive = small, poorly fitted or top-dose-only effect, or another doubt; inactive = no such curve, though single readings can be large; an effect the other way counts as inactive or inconclusive.

Order of values: HTT aggregate, SMN2 splice enh, HTT cytoprotect, CBFb RUNX1 block, Lamin A splicing, Luc counter, IMPase Li inh
O=S(=O)(NC1CCc2ccccc21)c1ccc(S(=O)(=O)N2CCCC2)cc1 (configuration not stated)
→ -20%, -33%[inhibitor], 18%[10 µM], 2%, -18%, -1%, 24%[38.3 µM]
CN1CCN(C(=O)C2(NC(=O)NCc3ccccc3)CCCCC2)CC1
→ -19%, -7%, 12%[10 µM], 9%, -13%, 1%, -3%
Nc1nnnn1/N=C/c1ccccn1
→ 9%, 25%, 11%, u, 9%, -1%, 14%[38.3 µM]
COC(=O)CCN(C1CCCCC1)S(=O)(=O)c1ccc(S(=O)(=O)N2CCCCC2)cc1
→ 5%, -7%, 11%, 4%, -1%, -4%, 20%[38.3 µM]
CCN(CC)C(=O)CN1C(=O)C2CC=C(Cl)CC2C1=O (configuration not stated)
→ 23%, -18%, -23%, 4%, u, -1%, 10%[38.3 µM]
COc1ccc(NC(=O)CCC2CCCCC2)cc1S(=O)(=O)N1CCCCC1
→ -24%, x, -9%[10 µM], -3%, u, x, x
O=C(CN1C(=O)COc2ccccc21)N(Cc1ccccc1)Cc1ccccn1
→ 12%[9.22 µM], -13%, -2%[10 µM], 10%, 3%, 0%, -8%[38.3 µM]
CC(C)CNC(=O)COC(=O)c1ccccc1OCC(=O)Nc1ccc(Br)cc1
→ 7%, 14%, -4%[1.9 µM], -1%, -4%, 6%, -3%
C[C@H]1Cc2c(-c3ccccc3)nc3c(c2CO1)CN(C(=O)c1ccco1)CC3
→ x, 3%[9.22 µM], -25%[10 µM], 6%[13.1 µM], 12%[9.22 µM], -2%[7.66 µM], 3%
CC(C)C(c1nnnn1C1CCCC1)N(C)C1CCCCC1 (configuration not stated)
→ -8%, x, 31%, 8%, 1%, -7%, 37%[activator][38.3 µM]
CC1(C)CC(=O)C2=C(C1)c1c(ccc3ccccc13)NC2c1cc([N+](=O)[O-])cc([N+](=O)[O-])c1O (configuration not stated)
→ 7%[9.22 µM], -6%, -12%[10 µM], -1%, x, 0%, 22%
O=C(c1ccc(Sc2ccc(F)cc2)c([N+](=O)[O-])c1)N1CCOCC1
→ -2%, -21%, -38%[inhibitor], 6%, x, 0%, 13%
O=C(CN1CCN(c2ccccc2F)CC1)N1N=CCC1c1ccccc1 (configuration not stated)
→ -7%, -10%, x, 1%, u, 0%, -6%
O=C(CSc1nc(C2CCCCC2)nc2ccccc12)NCc1ccc2c(c1)OCO2
→ u, -26%, 18%[10 µM], 6%, u, -1%, 9%
CN(C)C(=O)c1cn(-c2ccccc2)nc1-c1cccs1
→ -3%, 4%, 14%, 4%, 10%, -1%, 19%[38.3 µM]
c1csc(-c2noc(CN3CCc4sccc4C3)n2)c1
→ 2%[9.22 µM], x, 3%[10 µM], 2%, x, -2%, 19%
CN(C)c1ccc(CNn2cnnc2SCc2ccc(F)cc2)cc1
→ -11%, -24%, -14%[0.074 µM], -5%, -29%, 0%, 32%[38.3 µM]
COCCNc1nc(-c2cc3ccccc3o2)cs1
→ -2%, 3.2µM*, u, u, -12%, 3%, 9%
Cc1ccc(NCC(O)C(O)C(O)CO)cc1C (configuration not stated)
→ -14%, 19%, 15%[10 µM], 8%, -6%, 2%, 10%[38.3 µM]
CCN(CC)c1ccc(-c2nnc(SCC(=O)Nc3ccccc3C#N)n2-c2ccccc2)cc1
→ 10%, -16%, 18%, -28%, 14%, -2%, -3%[38.3 µM]
CCCCCC1CC1C(=O)N/N=C/c1ccc(N(C)C)cc1 (configuration not stated)
→ -3%, 5%, 0%, -15%, 8%, -7%, -1%[38.3 µM]
O=C(O)C1CC(=O)N(Cc2ccc3c(c2)OCO3)C1 (configuration not stated)
→ -8%, 13%, -6%, 4%, 14%, -1%, -9%[38.3 µM]
O=C(CN1C(=O)CNC1=O)Nc1cccc(C(F)(F)F)c1
→ -6%, 10%, -28%[0.074 µM], 8%, 11%, 3%, 20%[38.3 µM]
O=C(O)CCC(=O)NNC(=O)c1ccc(Br)cc1
→ 12%, 18%, -14%[10 µM], 8%, 0%, -3%, 1%
O=C(COC(=O)CCOc1ccccc1)Nc1ncc(Cl)cc1Cl
→ -9%, -5%, x, -5%, 5%, 1%, -2%
CCS(=O)(=O)Nc1ccc(-c2nnc(SCC(=O)OC)o2)cc1
→ 7%, x, -12%, 4%, 4%, x, x
COc1ccc(-n2c(O)c(/C=N/Nc3nc(C)cc(C)n3)c3ccccc3c2=O)cc1OC
→ u, -78%[inhibitor], -45%[inhibitor], -24%, u, 1%, -6%
CCCCC/C=C\C\C=C/C=C/C=C/[C@@H](SCC(N)C(=O)O)[C@@H](O)CCCC(=O)O (some centres not stated)
→ x, 11%, u, 5%, x, 1%, 18%
CN1CCN(c2nc(N3CCN(c4ccccc4)CC3)ncc2F)CC1
→ -2%, -10%, -3%, -7%, -10%, 1%, 33%[38.3 µM]
O=c1c2ccccc2nc(SCc2ccccc2)n1CC1CCCO1 (configuration not stated)
→ u, x, 15%[10 µM], 25%, x, x, x

Sorted by SMILES length (ascending): some entries from above
Order of values: HTT aggregate, SMN2 splice enh, HTT cytoprotect, CBFb RUNX1 block, Lamin A splicing, Luc counter, IMPase Li inh
Cc1ccc(NCC(O)C(O)C(O)CO)cc1C (configuration not stated)
→ -14%, 19%, 15%[10 µM], 8%, -6%, 2%, 10%[38.3 µM]
O=c1c2ccccc2nc(SCc2ccccc2)n1CC1CCCO1 (configuration not stated)
→ u, x, 15%[10 µM], 25%, x, x, x
COc1ccc(-n2c(O)c(/C=N/Nc3nc(C)cc(C)n3)c3ccccc3c2=O)cc1OC
→ u, -78%[inhibitor], -45%[inhibitor], -24%, u, 1%, -6%

Next section:
Order of values: HTT aggregate, SMN2 splice enh, HTT cytoprotect, CBFb RUNX1 block, Lamin A splicing, Luc counter, IMPase Li inh
CCCCCCCC[n+]1cccc2c3ccccc3ccc21
→ u, -72%[inhibitor], -161%[inhibitor], 2%, x, -2%, 18%
N#CCCN(CCC#N)c1nnc(-c2ccccc2)s1
→ -10%, 0%, 10%, 16%, -8%, -2%, -25%[38.3 µM]
CN(CCCN1CCOCC1)Cc1cn(C)nc1-c1ccccc1F
→ -3%, x, -42%[inhibitor], 5%, u, 7%, -21%
CN(C)C(=O)c1nnsc1Sc1ccc(Cl)cc1
→ 15%, 12%, -58%[inhibitor], -14%, 20%[46 µM], 6%, -8%
Cn1c(=O)c2cc(S(=O)(=O)Nc3ccc4c(c3)OCO4)ccc2n(C)c1=O
→ u, -68%[inhibitor], -26%, 8%, u, 1%, -11%[38.3 µM]
N#Cc1c(-c2ccc(Cl)cc2)c2c([nH]c1=S)CCCC2
→ 17%, -22%, 6%, -6%, x, 0%, 3%
CCCC(c1nnnn1Cc1ccc2c(c1)OCO2)N1CCC(C(N)=O)CC1 (configuration not stated)
→ -11%[9.22 µM], -7%, -1%[10 µM], 7%, 9%[46 µM], 3%, 1%
CCc1nnc(NC(=O)CCN(c2cc(C)cc(C)c2)S(=O)(=O)c2ccc(Cl)cc2)s1
→ -2%, x, -6%[10 µM], 0%, u, x, x
COc1ccc(C(=O)Nc2ccc3nc(N4CCCCC4)cc(C)c3c2)cc1OC
→ 3%, 15%, 0%[10 µM], 4%, -18%, -3%, 2%
COc1ccc(CC(NC(C)=O)C(=O)NC2CCN(S(=O)(=O)c3cccc4ccccc34)CC2)cc1OC (configuration not stated)
→ -2%, -25%, -4%, -2%, 7%, 0%, 39%[38.3 µM]
CCCSC1=C(C#N)C(c2cccnc2)C(C(=O)OCC)=C(c2ccccc2)N1 (configuration not stated)
→ -16%, -1%, -43%[inhibitor], 0%, 6%, -2%, -2%[38.3 µM]
CC(C)(C)C1CCC(OC(=O)c2ccncc2)CC1 (configuration not stated)
→ 12%, 10%, 12%, 1%, 5%, -2%, -5%[38.3 µM]
c1ccc2sc(SCN(C3CCCCC3)C3CCCCC3)nc2c1
→ x, -6%[9.22 µM], 1%[10 µM], x, x, -1%[7.66 µM], 7%
Cc1ccc(NC(=O)CCN2C(=O)CSC2=O)c(C)c1
→ -10%, -12%, 14%[10 µM], 18%, -9%, -2%, 0%
O=C1c2ccccc2NC(c2ccc3c(c2)OCO3)N1O (configuration not stated)
→ u, -60%[inhibitor], -25%, 1%, -4%, -3%, 0%[38.3 µM]
CC(=O)Nc1ccc(Oc2ccc3nc(C)[nH]c3c2)cc1
→ 7%, -39%, 17%, 12%, -4%, -4%, 27%[38.3 µM]
Cc1[nH]c2ccccc2c1C1C(c2ccccc2)=NN=C(C(C)C)N1O (configuration not stated)
→ 6%, -5%, -3%[10 µM], 1%, 5%, 4%, 27%
Cc1ccc(-c2nc(=S)c3c(n2CC2CCCO2)CC(C)(C)OC3)cc1 (configuration not stated)
→ u, 10%, 19%, -4%, -2%, 2%, -8%[38.3 µM]
Cc1cccc(Nc2nc(N)c([N+](=O)[O-])c(N3CCOCC3)n2)c1
→ -7%, u, 5%[10 µM], 0%, u, -2%, -5%
COC(=O)CSc1ncnc2scc(-c3ccccc3)c12
→ -9%[9.22 µM], x, -1%[10 µM], 5%, x, x, x
O=C(Cc1ccccc1)NNC1CC(=O)N(c2ccc(Oc3ccccc3)cc2)C1=O (configuration not stated)
→ -8%[9.22 µM], x, 14%[10 µM], -1%, x, x, x
O=C(NC(Cc1ccccc1)C(=O)O)/C(=C/c1ccc(Cl)cc1)NC(=O)c1ccccc1 (configuration not stated)
→ -1%, -15%, 7%, -13%, -1%[9.22 µM], 1%, 0%
CCCCc1nc(SCc2ccc([N+](=O)[O-])cc2)n[nH]1
→ 2%, -7%, -15%, -7%, 2%[46 µM], 3%, 5%
CCOc1cc(/C=N/NC(=O)c2ccc(=O)n(C)c2)ccc1O
→ -4%[9.22 µM], x, 0%[10 µM], 6%, x, x, 13%
COc1cc(C(CCN2CCN(c3ccccc3)CC2)c2c(OC)cc(OC)c3ccc(=O)oc23)cc(OC)c1OC (configuration not stated)
→ -24%[9.22 µM], x, -22%[10 µM], -13%&-10%, x, x, x

Screens as filed in PubChem.
